EWS-Fli inh – blocks EWS/Fli oncoprotein-driven transcription | A673 NR0B1-luciferase reporter, viability-normalised | inhibition, % at 12.6 µM | 0.67% of 350,000 active | AID 651661;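 active = mean inhibition of at least 50% after viability correction, with every replicate also passing that limit; inconclusive = mean reaches 50% but only one of two replicates passes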;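 note: firefly luciferase signal divided by Alamar Blue viability fluorescence both relative to DMSO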
DENV2 CPE rescue – inhibitors of DENV2 cytopathic effect; DENV2-infected cells, cytopathic effect rescue, plate reader; CPE inhibition, % at 9.99 µM; 1.7% of 350,000 active; in the data active = CPE inhibition above about 20%, passing the limit was not always enough; inconclusive = no clear call, values can overlap the other calls; tested in BHK-21 cells;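 note: 0% = median of neutral control wells and 100% = median of positive control wells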
GSIS activator – primary screen for activators of insulin secretion dependent on glucose, INS-1E cells, GLuc reporter luminescence. INS-1E GLuc reporter insulin secretion, 2-3 h. activation, % at 16.6 µM. 0.61% of 370,000 active. AID 743287;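 active = lowest replicate activation of at least 40%, so every replicate reaches that level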;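 note: 0% = median of neutral control wells and 100% = median of IBMX positive control wells; some compounds called inactive have numbers as strong as hits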
FN deposit inh – fibronectin deposition inhibition; AH1F fibroblasts, Alexa488-fibronectin deposition fluorescence, overnight; inhibition, % at 12.6 µM; 0.086% of 350,000 active;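 active = mean inhibition across replicates of 30% or more, regardless of how many single replicates reach that level; inconclusive = mean under 30% yet at least half of replicates reach 30%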;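 note: positive control wells lacked labelled fibronectin entirely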
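Measured by – fluorescence 485/525 nm · System – AH1F fibroblast monolayer, labelled fibronectin deposition · Amount – 10000 cells per well · Buffer or medium – serum-reduced DMEM (2% serum) · Doses – single dose, pinned · Also added – fluorescent fibronectin at 24 nM final · Schedule – 1 h cell attachment, overnight exposure to compound and label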
miR-122 sensor – blocks miR-122 activity in Huh7 sensor cells | activation (reporter increase), % at 12.5 µM | Huh7 miR-122 Renilla luciferase sensor, 48 h; neutral wells = 0, positive control = 100 | 0.3% of 340,000 active;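 active = mean replicate activation score at least 90 and every replicate individually at or above 90; inconclusive = only one of the two criteria met; inactive = neither criterion met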;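 note: higher luciferase means less miR-122 activity so hits act as miR-122 inhibitors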
CFTR F508del cor – correctors of CFTR F508del function in bronchial epithelial cells | CFBE cells, YFP halide quenching; stimulated with forskolin plus potentiator P3; % fluorescence drop versus neutral controls | activity (quench increase), % at 7.58 µM | 0.36% of 350,000 active | AID 720511;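 active = mean added fluorescence quench of at least 8% versus neutral control, with both replicates also reaching 8%; inconclusive = only one of the mean or replicate conditions met; inactive = mean below 8% and not both replicates reaching 8%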;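 note: cells transiently co-express mutant CFTR-F508del with the halide-sensitive YFP; corrector assay measuring rescue of mutant channel to the surface after 24 h compound exposure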
PAX8 reporter – inhibitors of PAX8 transcriptional activity in RMG-I cells; inhibition, % at 12.6 µM; 1.2% of 360,000 active; AID 652154; RMG-I TPO-luciferase reporter, SteadyGlo, 24 h;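 active = mean replicate inhibition at least 60% with every replicate also reaching 60%; inconclusive = only one of the two criteria is met; inactive = mean below 60% and not all replicates reaching 60%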;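 note: luciferase light reporting Pax8 driven TPO promoter activity; plate controls were median of neutral control wells for no effect and mitoxantrone controls for full effect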
Numbers without * were called inactive; ? = inconclusive; . = not tested or not shown; & = joins results of further samples; [ ] = dose if it differs, or a comment.

SMILES	EWS-Fli inh	DENV2 CPE rescue	GSIS activator	FN deposit inh	miR-122 sensor	CFTR F508del cor	PAX8 reporter
O=C(Nc1ccc(Cl)cc1)N1C[C@@H]2[C@H](c3ccccc31)[C@@H](CO)N2CC1CCCC1	-5	-9	-34	-8	50[16.7 µM]	1.9	12
CCOC1=C2[C@H](c3ccccc3)N(S(=O)(=O)c3ccc(C)cc3)C(C(C)(C)C)[C@H]2n2c(=O)n(-c3ccccc3)c(=O)n2C1 (stereo partly drawn)	7	18	2	.	-12	0.9	-12
Cc1cc(NC(=O)CSc2ccccn2)no1	5	1	9	2	.	0.0	-1
CCOC(=O)N1CCC(Nc2c(NCCCN(CC)CC)c(=O)c2=O)CC1	-11	5	2	-5	-1	2.3	-11
Cn1c(=O)c2[nH]c(C3CCC3)nc2n(C)c1=O	-11	2	17	-1	.	-0.6	2
CCC(=O)N1CCc2cc(S(=O)(=O)NC(C(=O)NCc3ccccc3)C(C)C)ccc21 (stereo not drawn)	.	.	11	12	2	.	.
CNC[C@@H]1Oc2c(NC(=O)c3cc(C)nn3C)cccc2C(=O)N([C@H](C)CO)C[C@H]1C	-9	0	13	.	-2[16.7 µM]	-3.9	-2
COc1ccc2c(c1)-c1nc(NC(=O)c3ccco3)sc1CC2	.	.	-13	12	1	.	-164
CCCNC(=O)Nc1ccc2c(c1)C(=O)N(C)C[C@@H](OC)[C@H](C)CN(C(=O)C1CCCCC1)[C@H](C)CO2	4	7	-11	.	.	1.3	12
CCOc1ccc(NC(=S)NN2C(C)CCCC2C)cc1 (stereo not drawn)	.	.	2	-2	2	.	.
Fc1cccc(-c2nnn3c2nc(Cl)c2ccccc23)c1	-15	7	45*	-4	5	-2.8	-44
O=C1/C(=C\c2cccs2)Sc2ccc3ccccc3c21	.	.	3	-1	1	.	10
C[C@@H]1CCCCO[C@H](CN(C)C(=O)Nc2ccc(C(F)(F)F)cc2)[C@H](C)CN([C@@H](C)CO)C(=O)c2cc(NC(=O)c3ccncc3)ccc2O1	8	22*	-5	-2	-7[16.7 µM]	3.1	6
O=C(NC1CCCCC1)N[C@@H]1C=C[C@H](CC(=O)N2CCOCC2)O[C@H]1CO	.	-7	13	.	.	0.1	.
COc1ccc(S(=O)(=O)N(C)C[C@@H]2Oc3ncc(-c4cccc(C(F)(F)F)c4)cc3C(=O)N([C@H](C)CO)C[C@@H]2C)cc1	34	?	-13	.	-7[16.7 µM]	-1.2	-4
O=c1[nH]nc(-c2ccc(NCCO)c([N+](=O)[O-])c2)c2ccccc12	14	15	34	8	-10	-0.1	4
O=C(CN1CCN(S(=O)(=O)c2ccc(Cl)cc2)CC1)NCC1(N2CCOCC2)CCCCC1	3	9	-13	1	-10	0.3	-19
COc1cccc(C(=O)N/N=C(\C)CC(=O)Nc2ccc(N(C)C)cc2)c1	-3	-3	10	0	7	-1.1	15
CCc1nnc(NS(=O)(=O)c2ccc(NC(=S)NC(=O)/C=C/c3cccs3)cc2)s1	-6	-6	-17	2	0	2.5	-7
CN(Cc1cccnc1)C(=O)CC1C(=O)NCCN1Cc1ccc(-c2ccccc2)cc1 (stereo not drawn)	-2	2	2	8	1	-1.4	-9
COc1ccc(S(=O)(=O)N(C)C[C@@H]2Oc3ccc(NS(=O)(=O)c4cccs4)cc3CC(=O)N([C@H](C)CO)C[C@@H]2C)cc1	-6	-8	1	.	0[16.7 µM]	2.0	.
CCC/C=N/NC(=O)C1COc2ccccc2O1 (stereo not drawn)	2	3	1	2	.	-3.4	2
O=C(Cn1cnc([N+](=O)[O-])n1)NCCO	0	-8	10	0	-1	-0.4	-1
COc1ccc(C2c3[nH]c4ccccc4c3C[C@H]3C(=O)N(CCCO)CC(=O)N23)c(OC)c1 (stereo partly drawn)	17	1	3	-8	18	-1.9	24
C[C@@H]1CN([C@@H](C)CO)C(=O)c2cc(NS(=O)(=O)c3ccc(Cl)cc3)ccc2O[C@@H](C)CCCCO[C@@H]1CN(C)S(=O)(=O)c1ccccc1	7	3	-30	-6	13[16.7 µM]	1.1	7
C[C@H](CO)N1C[C@H](C)[C@H](CN(C)Cc2ccc(C(F)(F)F)cc2)Oc2ccc(NS(=O)(=O)c3ccccc3)cc2CC1=O	.	5	5	.	6[16.7 µM]	2.3	-16
Cc1ccc(/C=[N+](/[O-])C2SC(=S)N(C)C2(C)C)cc1 (stereo not drawn)	.	.	.	18	-2	.	5
NNc1nc2sc3c(c2c(=O)n1-c1ccccc1)CCCC3	10	2	5	-9	4	.	6
CC(=O)Nc1ccc2c(c1)nc(CCN1CCC(C)CC1)n2C	.	.	-6	11	-5	.	.
CCOC(=O)c1cccc(NC(=O)CCn2nc(C)c(S(=O)(=O)N3CCCCC3)c2C)c1	-4	?	6	-4	-4	-0.4	-2

3 compounds out of the list, sorted by heavy-atom count, falling:
SMILES	EWS-Fli inh	DENV2 CPE rescue	GSIS activator	FN deposit inh	miR-122 sensor	CFTR F508del cor	PAX8 reporter
C[C@@H]1CN([C@@H](C)CO)C(=O)c2cc(NS(=O)(=O)c3ccc(Cl)cc3)ccc2O[C@@H](C)CCCCO[C@@H]1CN(C)S(=O)(=O)c1ccccc1	7	3	-30	-6	13[16.7 µM]	1.1	7
COc1ccc(C2c3[nH]c4ccccc4c3C[C@H]3C(=O)N(CCCO)CC(=O)N23)c(OC)c1 (stereo partly drawn)	17	1	3	-8	18	-1.9	24
O=C(Cn1cnc([N+](=O)[O-])n1)NCCO	0	-8	10	0	-1	-0.4	-1

Remaining list, next part.
SMILES	EWS-Fli inh	DENV2 CPE rescue	GSIS activator	FN deposit inh	miR-122 sensor	CFTR F508del cor	PAX8 reporter
C[C@@H]1CN([C@@H](C)CO)C(=O)c2cc(NC(=O)Nc3ccc(F)cc3)ccc2O[C@@H](C)CCCCO[C@H]1CN(C)C(=O)C1CCCCC1	8	-4	-7	.	-18[16.7 µM]	0.8	34
COc1ccc(-c2ccc3c(c2)[C@H]2[C@H](CCN2C(=O)Cc2ccccc2)[C@H](CO)N3C)cc1	11	-18	-1	8	13[16.7 µM]	0.7	-50
CCOC(=O)CSc1nnc(C2CCCCC2)n1C	.	.	.	4	-1	.	-5
O=C(C[C@@H]1C=C[C@H](NC(=O)c2ccc(F)cc2)[C@@H](CO)O1)NCCc1ccccc1	-7	3	6	-10	.	1.7	3
C[C@@H]1CN([C@@H](C)CO)C(=O)c2cc(NS(C)(=O)=O)ccc2O[C@@H](C)CCCCO[C@@H]1CN(C)C(=O)NC1CCCCC1	-9	0	26	-10	5[16.7 µM]	0.6	-8
CCC(=O)N1[C@@H]2c3cccc(=O)n3C[C@@H]2[C@@H](CO)[C@@H]1C(=O)N1CCCCC1	-1	3	4	.	.	.	.
O=C(c1ccc(F)cc1)N1CC(=O)N2[C@H](CO)[C@@H](c3ccc(-c4cccnc4)cc3)[C@H]2C1	4	-11	2	.	.	5.0	-5
COc1cccc(-n2nnnc2SCC(=O)Nc2ccccc2OC)c1	-102	1	16	4	8	3.5	-5
O=C(C[C@@H]1CC[C@H]2[C@@H](COC[C@H](O)CN2Cc2cc(F)cc(F)c2)O1)NC1CCCC1	-6	-4	2	-22	2[16.7 µM]	-0.6	-5
CC(C)Cn1nc(C(=O)OCC(=O)NCC(F)(F)F)c2ccccc2c1=O	-4	.	8	4	-2	-1.6	-14
COc1ccc2c(C)c(C(=O)O)oc2c1	.	.	16	6	-9	.	-14
C[C@H]1CN([C@@H](C)CO)C(=O)c2cc(NC(=O)NC3CCCCC3)ccc2O[C@@H]1CN(C)C(=O)Nc1ccc(C(F)(F)F)cc1	5	-1	5	.	-1[16.7 µM]	-2.8	0
COc1ccc(CNCc2cc(C)c(OC)cc2C)c(OC)c1	17	-2	-7	3	.	1.5	27
CCN(CC)S(=O)(=O)c1ccc(N2Cc3ccccc3C2=N)cc1	-6	-6	9	0	2	-0.4	-14
COc1ccccc1-c1cnc2c(c1)C(=O)N([C@H](C)CO)C[C@@H](C)[C@@H](CN(C)Cc1cccc(F)c1)O2	0	?	7	-7	4[16.7 µM]	1.9	.
O=C(c1ccncc1)N1CC2(C1)[C@@H](c1ccccc1)[C@@H](CO)N2C(=O)CC1CC1	13	-7	-4	.	.	-2.3	-11
C[C@@H]1CN([C@H](C)CO)C(=O)c2cc(NS(=O)(=O)c3ccccc3)ccc2O[C@H]1CN(C)Cc1ccc(C(F)(F)F)cc1	-1	1	-18	.	0[16.7 µM]	-1.6	-10
O=C(CSc1ccc(-c2ccccc2)nn1)N1CCCc2ccccc21	-5	19	-11	2	0	.	-1
Nc1ccccc1-c1nnn(CC(=O)Nc2ccc3c(c2)OCCO3)n1	.	-3	3	6	-5	-2.6	-19
COc1ccc(-c2csc(NC(=O)CSc3nnnn3C)n2)c(OC)c1	-24	-5	0	.	-5	-3.3	-34
O=C(NC1CCCC1)C(c1cccnc1)N(C(=O)c1ccco1)c1ccc(F)cc1 (stereo not drawn)	-1	2	-10	2	-14	0.8	6
CCNC(=O)C[C@@H]1C=C[C@H](NC(=O)C2CCC2)[C@H](CO)O1	-3	3	7	-10	.	0.8	.
O=C(c1ccccn1)N(Cc1ccco1)C1(C(=O)Nc2ccc(Br)cc2)CCCCC1	6	6	-30	-3	3	2.2	21
CC1CN(CCc2ccccc2)c2nc3c(c(=O)n(CC(N)=O)c(=O)n3C)n2C1 (stereo not drawn)	.	-1	10	-5	.	0.5	0
O=C(NC1=NCCCCC1)c1cccc2ccccc12	-9	?	-4	-1	-4	1.1	-16
COCCn1nnnc1C(c1cccc(C#N)c1)N1CCCCCC1 (stereo not drawn)	-3	4	9	.	-3	1.0	.
Cc1ccccc1C(=O)N1CCN(c2ccc(NC(=S)NC(=O)c3cccs3)cc2)CC1	9	-3	-12	-3	-2	-3.8	10
Cn1c(NC(=O)Cc2cccc3ccccc23)cc(=O)n(C)c1=O	-10	-3	.	-9	-8	-0.9	-12
CCn1c(SCC(=O)NNC(=O)c2ccc(OC)cc2)nnc1-c1ccco1	-3	.	-1	-3	.	-4.8	1
O=C(N[C@H]1CC[C@@H](CCNS(=O)(=O)c2ccc(F)cc2)O[C@H]1CO)C1CCCC1	2	21*	13	.	19[16.7 µM]	-0.4	5
O=C(C[C@@H]1CC[C@@H]2[C@H](COC[C@H](O)CN2C(=O)Nc2ccccc2)O1)NCCc1ccncc1	-14	15	4	-4	11[16.7 µM]	3.5	-18
CONC(=O)c1ccc(-c2cccc3nccn23)cc1	3	2	5	-9	.	2.0	-6
COC(=O)c1ccccc1NC(=O)CSc1n[nH]c(-c2ccco2)n1	-7	1	11	-5	-5	2.4	14
CC(C)(C)C1=CC(=O)C(N2CCOCC2)=CC1=O	26	1	-12	3	-4	-1.1	20
OC[C@@H]1[C@@H](c2ccc(C#CC3(O)CCCC3)cc2)[C@@H]2CN(Cc3cccnc3)CCCCN12	-9	7	-1	.	-1[16.7 µM]	-1.9	1
O=C(O)C1CCCN1C1=NS(=O)(=O)c2ccccc21 (stereo not drawn)	-1	-4	3	2	.	0.2	12
COc1ccc(S(=O)(=O)N2CCCC2)cc1NC(=O)c1ccccc1F	0	0	8	1	.	-0.1	-2
O=C(Nc1ccc(N2CCCC2)c(Cl)c1)c1cccs1	-18	8	5	5	8	2.7	-143
C[C@@H]1CCC(=O)N(CC[C@H](Oc2ccccc2)c2ccccc2)CC1	-10	?	-29	-11	7	-0.4	5
C[C@@H]1CN([C@H](C)CO)C(=O)Cc2cc(NS(=O)(=O)c3cn(C)cn3)ccc2O[C@H]1CN(C)S(=O)(=O)c1ccc(Cl)cc1	5	3	8	5&3	.	-0.4	14
C[C@@H]1CN([C@@H](C)CO)C(=O)c2cc(NC(=O)Cc3ccccc3)ccc2O[C@@H](C)CCCCO[C@@H]1CN(C)Cc1ccc(C(F)(F)F)cc1	8	4	-16	.	-24[16.7 µM]	0.5	97*

Not a hit list; overall some 3.9% were active at least once.
